Assay outcomes as filed in PubChem BioAssay.
KOR beta-arrestin-1 – KOR agonists, beta-arrestin recruitment, primary screen, cell-based, luminescence, uHTS (AID 1777). KOR beta-arrestin recruitment, luminescence; higher % means a stronger effect. activation, % at 10 µM, or EC50 in µM where a hit was titrated. 0.02% of 280,000 active; in the data active means activation above about 50%, passing the limit was not always enough; further: a part of the inactive calls stands beside numbers as strong as those of hits
West Nile antiviral – West Nile virus antiviral activity, cell-based, CPE readout (AID 1621) | 0.02% of 290,000 active | West Nile virus-infected cells, CPE inhibition; higher % means a stronger effect | CPE inhibition, % at 10 µM; hits with a dose series show IC50 in µM; in the data active means a potency from the dose series; further: strong numbers were not always called active
NOD1 inhibition – NOD1 signaling inhibitors, primary screen, cell-based, luminescence, uHTS (AID 1578) | NOD1-driven NF-kB luciferase reporter cells, luminescence; higher % means a stronger effect | inhibition, % at 4 µM, or EC50 in µM where a hit was titrated | 1% of 290,000 active; in the data active means inhibition mostly above about 36%, no sharp cut-off; inactive means mostly below about 34%;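 further: HEK-293T reporter cells stimulated with the NOD1 agonist gamma-tri-DAP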
HIV fusion peptide – inhibitors of HIV fusion peptide binding, primary screen, biochemical, uHTS, fluorescence dequenching (AID 1986); cell-free peptide binding, fluorescence dequenching, 30 min; higher % means a stronger effect; inhibition, % at 20 µM, or IC50 in µM where a hit was titrated; 0.3% of 290,000 active; in the data active means inhibition mostly above about 52%, no sharp cut-off; inactive means mostly below about 76%; further: some results filed as inactive read as strong as hits
NS5 inhibitors – flavivirus cap methylation enzyme inhibition – biochemical, confirmation dose response, primary screen (AID 588689). Dengue-2 NS5 methyltransferase capping enzyme assay, biochemical; higher % means a stronger effect. inhibition, % at 25 µM; hits with a dose series show IC50 in µM. 0.3% of 340,000 active; in the data active means a potency from the dose series
GPR55 LPI antagonism – inhibition of LPI-stimulated GPR55 beta-arrestin translocation – imaging, U2OS, beta-arrestin-GFP, LPI agonist, primary screen (AID 2013); U2OS GPR55 beta-arrestin-GFP translocation imaging, LPI antagonism; higher % means a stronger effect; inhibition, % at 10 µM, or IC50 in µM where a hit was titrated; 0.13% of 290,000 active;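 active means spots per cell inhibited over 60%, with over 100 cells counted and total cytoplasm intensity under 500,000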;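 further: U2OS cells stably carrying GPR55 and arrestin-GFP stimulated by 5 µM LPI near EC80; imaged beta-arrestin-GFP aggregate spots per cell after agonist stimulation; plate controls were LPI-stimulated DMSO wells for no effect and DMSO wells without LPI for full effect; some results filed as inactive read as strong as hits; confirmed hits need IC50 under 10 µM and bright autofluorescent wells are also inconclusive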
GPR55 beta-arrestin – GPR55 agonists via beta-arrestin recruitment, primary screen, imaging, U2OS cells, beta-arrestin-GFP redistribution (AID 1961). U2OS GPR55 beta-arrestin-GFP redistribution imaging; higher % means a stronger effect. activation, % at 10 µM, or EC50 in µM where a hit was titrated. 0.048% of 290,000 active;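 active means activation above 40% with more than 50 cells counted in the well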;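 further: U2OS osteosarcoma cells stably expressing GPR55 and beta-arrestin-GFP; plate controls were DMSO negative control for no effect and LPI positive control for full effect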
GPR35 arrestin U2OS – inhibition of zaprinast-stimulated GPR35 beta-arrestin translocation – imaging, U2OS, beta-arrestin-GFP, zaprinast agonist, primary screen (AID 2058); U2OS GPR35 beta-arrestin-GFP translocation imaging, zaprinast antagonism; higher % means a stronger effect; inhibition, % at 10 µM; hits with a dose series show IC50 in µM; 0.052% of 290,000 active;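 active means inhibition of at least 50% with at least 30 cells and total cytoplasm GFP at most 10,000,000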
KOR beta-arrestin-2 – KOR antagonists, beta-arrestin recruitment, cell-based, luminescence, uHTS (AID 1778). KOR beta-arrestin recruitment, luminescence, antagonist mode; higher % means a stronger effect. one-dose inhibition, % at 10 µM; IC50 in µM for titrated hits. 0.091% of 290,000 active; in the data active means inhibition above about 50%; further: strong numbers were not always called active
Starred values were filed as active, the others as inactive; nt = no result given; [ ] = remark or other dose. An excerpt, so the mix of outcomes need not match the whole.

cpd | Compound | KOR beta-arrestin-1 | West Nile antiviral | NOD1 inhibition | HIV fusion peptide | NS5 inhibitors | GPR55 LPI antagonism | GPR55 beta-arrestin | GPR35 arrestin U2OS | KOR beta-arrestin-2
1 | Cc1cc(=O)n2nc(N3CCCC(C(=O)NC(C)c4ccccc4)C3)sc2n1 (stereo unspecified) | 2.0% | -0.8% | 4% | -4.0% | 6% | 7% | -0.1% | -10% | -7%
2 | O=C(O)c1cccc(Nc2ncnc3ccccc23)c1 | -4.8% | -0.4% | 3% | -0.2% | -2% | -4% | -0.1% | -9% | 26%
3 | CCOc1ccc(C(=O)CC(NCc2cccs2)C(=O)O)cc1 (stereo unspecified) | 1.3% | 0.3% | -38% | 0.5% | 14% | 16% | -0.3% | 9% | 0%
4 | CC(=O)c1ccc(OCC(O)CN2CCN(S(=O)(=O)c3c(C)c(C)cc(C)c3C)CC2)cc1 (stereo unspecified) | 2.1% | 0.0% | 4% | -2.1% | -2% | -1% | -0.1% | 10% | -19%
5 | CC(=O)N1N=C(c2ccc(Br)cc2)OC1(C)CC(=O)Nc1ccccc1 (stereo unspecified) | 0.8% | -1.1% | -22% | -1.5% | -5% | -1% | -0.1% | -3% | 22%
6 | CCc1nnc(NC(=O)CCC(=O)N2CCN(S(=O)(=O)c3cc(Cl)ccc3OC)CC2)s1 | -3.4% | 0.0% | 14% | 0.4% | 0% | 2% | -0.1% | -9% | 12%
7 | Cc1cccn2c(NC(=O)c3cccs3)c(-c3ccccc3)nc12 | -2.4% | -0.6% | -15% | 1.5% | 5% | 7% | -0.1% | 2% | -20%
8 | Cc1cc2cc(CCNC(=O)c3ccc(S(=O)(=O)N4CCOCC4)cc3)c(=O)[nH]c2cc1C | 3.8% | 2.9% | 10% | -1.8% | 0% | -14% | 0.0% | -3% | -42%
9 | C=CCNC(=O)NC(=S)c1ccccc1 | -1.1% | 0.0% | -34% | 1.0% | -4% | 17% | 0.3% | 2% | 1%
10 | O=C1c2ccccc2C(=O)N1CC1c2ccccc2CCN1S(=O)(=O)c1ccccc1 (stereo unspecified) | 0.0% | 0.1% | 5% | -0.2% | -6% | 0% | 0.3% | 20% | 6%
11 | C/C(=N\O)C(C)(C)Nc1cccc(F)c1 | -0.4% | 0.3% | -10% | 0.2% | 0% | -7% | 0.2% | -11% | 20%
12 | COCCSc1nnc(NS(=O)(=O)Cc2ccccc2)s1 | -5.3% | -0.1% | -23% | -0.2% | -2% | -3% | -0.1% | 4% | 39%
13 | COc1ccc(CC(=O)N/N=C/C=C/c2cccc([N+](=O)[O-])c2)cc1OC | 4.6% | -0.1% | -4% | -0.1% | nt | -5% | 0.0% | 6% | -19%
14 | CCOC(=O)c1cnc(Nc2ccccc2)nc1C(F)(F)F | -0.9% | -0.1% | -12% | 1.1% | -8% | 2% | -0.2% | -3% | 7%
15 | Cc1ccc(-c2nc(CS(=O)CC(=O)N3CCN(c4ccc(F)cc4)CC3)c(C)o2)cc1 (stereo unspecified) | -1.0% | -0.4% | -2% | -1.0% | -3% | 12% | -0.2% | -12% | 0%
16 | CC(C)CSC1=NSC2=NC(=O)/C(=C\c3cccs3)C(=N)N12 | 0.7% | 0.4% | 42% | 38% | 24% | -4% | -0.2% | -5% | 1%
17 | COc1cc([N+](=O)[O-])ccc1NC(=O)NNC(=O)c1sccc1C | -2.6% | -0.3% | -29% | -2.0% | -6% | -2% | 0.2% | 5% | 29%
18 | COc1ccc(NC(=O)c2cc(C)nc3ccccc23)cc1S(=O)(=O)Nc1ccccc1Cl | -0.3% | 0.0% | 19% | -1.5% | -1% | 11% | -0.3% | 7% | 34%
19 | CC(C)(C)OC(=O)CNC(=O)c1nc[nH]c1C(=O)NCc1ccc(CNC(=O)OC(C)(C)C)cc1 | -2.8% | -0.7% | -14% | 0.3% | 7% | 2% | 0.0% | 10% | -46%[20 µM]
20 | Cc1cc(C(=O)N/N=C/c2c(CO)cnc(C)c2O)c2ccccc2n1 | -0.7% | 0.1% | -20% | 0.3% | -4% | 4% | -0.2% | -12% | 18%
21 | COc1ccc(Cl)cc1NC(=O)CCc1nnc2ccc(N3CCN(C)CC3)nn12 | 6.1% | 0.2% | 58%* | -1.3% | -12% | -24% | -0.2% | 4% | 11%
22 | Oc1cccc(/C=N/N2CCN(C3c4ccccc4-c4ccccc43)CC2)c1 | 10% | -0.6% | -11% | -2.1% | -6% | 0% | -0.1% | -10% | 9%
23 | CCN1C(=O)[C@H]2[C@@H](c3ccc(C)cc3)N3C(=O)N(c4cccc(F)c4)C(=O)[C@@]3(CC)[C@H]2C1=O | -2.4% | -0.6% | -5% | 1.0% | -7% | 1% | 0.8% | 6% | -42%[20 µM]
24 | COc1ccccc1-n1cccc1C=O | nt | 0.3% | -10% | -0.8% | 0% | -8% | 0.1% | 5% | -28%[20 µM]
25 | CC1CC(C)CN(c2ccc([N+](=O)[O-])cc2-c2nn[nH]n2)C1 (stereo unspecified) | 4.6% | 0.1% | -30% | 2.8% | -7% | 3% | 0.6% | -1% | 26%
26 | COc1ccc(N2CCN(C3CCCN(Cc4ccc(F)c(F)c4)C3)CC2)cc1 (stereo unspecified) | -5.1% | -0.6% | -15% | -1.4% | -3% | 2% | -0.4% | -10% | 8%[20 µM]
27 | COc1ccc(C(=O)N2CCN(c3ccc(C)cc3C)CC2)cc1OC | -3.3% | -0.7% | -14% | 0.4% | -2% | 14% | -0.1% | -2% | 15%
28 | N#C/C(=C(/O)C(Cl)(Cl)Cl)c1nc2ccccc2[nH]1 | 0.6% | 0.9% | -3% | 11% | 10% | 5% | -0.1% | 2% | -6%
29 | CC(=O)Nc1ccc(S(=O)(=O)NNC(=O)COc2ccc(C(C)(C)C)cc2)cc1 | -3.3% | 0.2% | -7% | -1.0% | -1% | 9% | -0.1% | -4% | 32%
30 | CN1CCN(CC(=O)Nc2ccc(OCc3ccccc3)cc2)CC1 | 3.4% | nt | -43% | 0.8% | nt | 0% | -0.1% | 9% | -22%
31 | CCN(CC)S(=O)(=O)c1ccc(NC(=O)C(C)N(c2ccc(OC)cc2)S(C)(=O)=O)cc1 (stereo unspecified) | nt | -1.1% | 6% | -1.1% | 2% | 6% | -0.1% | -4% | -17%
32 | CN(C(=O)COC(=O)c1c2c(nc3ccccc13)/C(=C/c1cccc([N+](=O)[O-])c1)CCC2)C1CCS(=O)(=O)C1 (stereo unspecified) | -3.5% | -0.5% | -52% | 2.9% | -5% | 6% | -0.2% | -11% | 34%
33 | CCCNC(=O)Nc1ccc(C(F)(F)F)cc1 | -6.8% | 0.1% | -25% | -0.1% | -17% | 4% | 0.7% | 2% | -24%
34 | O=C(CN1CCC(NC(=O)Nc2ccccc2)CC1)Nc1ccc([N+](=O)[O-])cc1 | -2.5% | -0.8% | -32% | -2.3% | -20% | 13% | -0.2% | 8% | 4%
35 | COc1ccc(NC(=O)C2CCCN(c3cnccn3)C2)c(OC)c1 (stereo unspecified) | 0.8% | -0.3% | 0% | 0.0% | -5% | 12% | 0.3% | 19% | -28%
36 | Cc1c(/C=N/NC(=O)c2ccc(O)cc2)c2ccccn2c1C(=O)c1ccc(F)cc1 | -1.3% | 1.0% | 18% | 0.3% | 3% | 20% | -0.2% | -8% | 23%
37 | Cc1ccc(NC(=O)c2sc3ncn(CC(=O)N4CCN(c5ccccn5)CC4)c(=O)c3c2C)cc1F | 3.5% | 0.7% | 3% | 16% | -10% | 15% | 0.0% | 10% | -6%
38 | O=C1NN=C(c2ccc(Br)cc2)CC1c1ccc(Cl)cc1 (stereo unspecified) | -1.5% | -0.9% | -24% | 0.1% | nt | 3% | 0.4% | -3% | 9%
39 | CC(Cc1cccnc1)NC(=O)c1cc(COc2ccc(F)cc2F)on1 (stereo unspecified) | -2.7% | -1.4% | 8% | -2.1% | -3% | 0% | -0.1% | -14% | 12%
40 | Cc1nnsc1C(=O)NC1CCCc2c1cnn2-c1ccccc1F (stereo unspecified) | 2.0% | -0.5% | 19% | 2.7% | -5% | 16% | 0.3% | 4% | -13%
41 | Cn1cc(C(=O)N/N=C/c2cc(Br)cs2)c2ccccc21 | 0.4% | 0.1% | 3% | -0.9% | nt | 0% | -0.2% | 5% | 12%
42 | COc1ccccc1C(=O)NCCNc1ccc([N+](=O)[O-])cc1Cl | -2.0% | -1.8% | -7% | 0.8% | -5% | 13% | -0.2% | 0% | -27%
43 | CCN(CC)C(NC(=O)c1ccccc1)C(=O)c1ccccc1 (stereo unspecified) | -3.8% | -0.4% | -22% | 63% | -25% | 11% | -0.4% | 15% | -27%
44 | CC(NC(=S)Nc1ccc(OC(F)F)cc1)c1ccc(F)cc1 (stereo unspecified) | -1.2% | -0.6% | -5% | 1.2% | 2% | 3% | 0.6% | 6% | -18%
45 | CCCN1CCC(=O)N(CCSc2ccccc2)CC1 | -3.6% | -0.7% | 11% | -0.8% | -9% | 0% | 0.0% | 10% | -3%[20 µM]
46 | COc1ccccc1C(=O)NC(=O)COC(=O)c1cccc(NC(C)=O)c1 | 4.9% | 0.2% | -29% | -1.8% | -3% | 10% | -0.1% | -14% | -9%
47 | CC(C)(C)NC(=O)Nc1cccc(Cl)c1Cl | 3.2% | 0.2% | -10% | 1.1% | 6% | 2% | 0.0% | 12% | -14%
48 | O=C(Cn1ccc2ccccc2c1=O)NCCC(=O)N1CCN(c2cccc(C(F)(F)F)c2)CC1 | -0.5% | -0.7% | -19% | 2.5% | -2% | 14% | -0.1% | 3% | 20%
49 | Cc1c(C(=O)NCc2cccnc2)oc2ccc(S(=O)(=O)N3CCC4(CC3)OCCO4)cc12 | 0.5% | -0.4% | 13% | 1.2% | -3% | 8% | -0.1% | -6% | -24%
50 | O=C(O)CCS(=O)(=O)c1cccc2cccnc12 | -2.7% | 0.5% | -30% | 0.7% | -4% | 0% | -0.2% | -4% | 28%
51 | COc1ccc(S(=O)(=O)N2c3ccccc3OCC2C)cc1 (stereo unspecified) | 5.1% | -0.1% | -28% | 1.3% | nt | -15% | -0.4% | 3% | -122%
52 | O=C(Nc1ccccc1F)c1ccc(Cn2cc(Br)cn2)cc1 | -3.2% | -0.2% | -44% | 0.9% | -11% | 2% | 0.2% | -18% | -13%
53 | CNC(=O)C1CCN(S(=O)(=O)c2c(C)noc2/C=C/c2cccc(C)c2)CC1 | -0.6% | -0.7% | -18% | 1.4% | -7% | 10% | -0.2% | 8% | -40%
54 | COc1ccc(OCC(=O)O/N=C(\N)c2ccc(OC)cc2)cc1 | 6.2% | -0.3% | -12% | 0.7% | -5% | 4% | -0.1% | 2% | 3%
55 | CCc1cc(=O)oc2cc(C)cc(OCC(=O)NCCN3CCOCC3)c12 | 1.9% | -0.1% | -10% | 1.2% | -1% | 0% | 0.2% | 7% | -27%

Only NOD1 inhibition, GPR55 beta-arrestin and KOR beta-arrestin-2 (two entries from above):
item	Compound	NOD1 inhibition	GPR55 beta-arrestin	KOR beta-arrestin-2
43	CCN(CC)C(NC(=O)c1ccccc1)C(=O)c1ccccc1 (stereo unspecified)	-22%	-0.4%	-27%
44	CC(NC(=S)Nc1ccc(OC(F)F)cc1)c1ccc(F)cc1 (stereo unspecified)	-5%	0.6%	-18%
